Bioassay records as filed in PubChem BioAssay.
PPARg SRC-1 ag: PPARgamma-driven SRC-1 recruitment agonism; PPARgamma-SRC-1 coactivator recruitment biochemical assay; activation, % at 8 µM; 200,000 tested, 0.41% active; AID 631; in the data active = activation above about 19%;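 also: 0% = DMSO and 100% = reference agonist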
S1P3 antag: antagonists of human S1P3 receptor | inhibition, % at 4.98 µM | 170,000 tested, 0.27% active | Q99500 | AID 485 | CHO S1P3 NFAT-BLA reporter, FRET fluorescence, antagonist mode;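 active = inhibition above the plate cutoff, the mean inhibition of test wells on that plate plus 3 SD, cut at about 28% in these data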;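 also: cells challenged with S1P at its EC80 of 0.8 µM; blue over green emission ratio from cleaved BLA substrate after 4 h stimulation; 0% = S1P-stimulated wells and 100% = unstimulated DMSO-only wells; some compounds past the cut are filed as inactive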
Target sequence (Q99500 whole entry, looked up): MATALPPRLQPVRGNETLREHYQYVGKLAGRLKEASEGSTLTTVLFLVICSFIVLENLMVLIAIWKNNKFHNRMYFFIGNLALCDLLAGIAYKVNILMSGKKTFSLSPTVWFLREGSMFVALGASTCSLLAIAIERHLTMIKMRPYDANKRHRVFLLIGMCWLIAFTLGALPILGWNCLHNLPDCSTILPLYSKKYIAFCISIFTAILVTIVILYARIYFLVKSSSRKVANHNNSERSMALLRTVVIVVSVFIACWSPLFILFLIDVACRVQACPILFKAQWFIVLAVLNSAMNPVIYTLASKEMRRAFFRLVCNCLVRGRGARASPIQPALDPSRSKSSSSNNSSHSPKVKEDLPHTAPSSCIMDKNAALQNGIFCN
TR-FRET SRC-2 ct: TR-FRET artefact, counter-screen to PPARgamma/SRC-2 agonist assay | stronger effect = higher value | TR-FRET ratio at 8 µM | 200,000 tested, 0.4% active | AID 1049; in the data active = TR-FRET ratio above about 2000; also: inactives centre near 1500
G6PDH CS: inhibits Leuconostoc G6PDH, flagging false hits in G6PDH-based assays; Purified L. mesenteroides G6PDH, diaphorase/resazurin coupled fluorescence, 45 min; inhibition, % at 5 µM; 200,000 tested, 0.12% active; AID 1020; in the data active = inhibition above about 50%
ROMK mod: modulators of human ROMK potassium channel; Tet-inducible ROMK, thallium flux fluorescence; actives lie on both sides; P48048; B-score at 10 µM; AID 1918; 130,000 tested, 2% active;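 active = signal ratio slope over the read window, or its plate-corrected B-score, at least 3 SD from the plate mean, either direction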;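 also: B-score of the F/F0 ratio slope over 7 to 12 s after thallium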
PMI act: activators of human phosphomannose isomerase. P34949. purified human PMI, coupled resazurin fluorescence, 20 min; stronger effect = higher value; 1 = vehicle control, 0 substrate-free wells. activation factor at 20 µM. 190,000 tested, 0.005% active;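 active = activation factor of 2 or more at 20 µM, relative to plate controls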
Target sequence (P34949 whole entry, looked up): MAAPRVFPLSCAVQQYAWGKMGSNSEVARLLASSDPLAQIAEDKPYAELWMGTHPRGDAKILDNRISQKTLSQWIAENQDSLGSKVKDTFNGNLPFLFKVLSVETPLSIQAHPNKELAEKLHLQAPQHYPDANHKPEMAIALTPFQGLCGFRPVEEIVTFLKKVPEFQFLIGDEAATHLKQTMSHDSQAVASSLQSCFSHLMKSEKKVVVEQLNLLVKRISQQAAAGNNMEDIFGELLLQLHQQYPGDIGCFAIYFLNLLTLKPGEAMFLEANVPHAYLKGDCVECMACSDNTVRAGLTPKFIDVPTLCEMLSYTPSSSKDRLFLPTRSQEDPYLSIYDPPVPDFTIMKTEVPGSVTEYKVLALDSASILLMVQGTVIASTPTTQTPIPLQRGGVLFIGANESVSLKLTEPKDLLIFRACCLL
Diaphorase inh: inhibits diaphorase or chemically oxidizes, flagging diaphorase assay artifacts | diaphorase resazurin-to-resorufin fluorescence, NADH, 16 min; bacterial (C. kluyveri) enzyme, not human | inhibition, % at 20 µM | 190,000 tested, 0.69% active;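 active = primary screen inhibition at 20 µM above a set limit, cut at about 50% in these data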;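 also: plate controls were DMSO with full reaction for no effect and wells lacking NADH for full effect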
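System: Bacterial diaphorase enzyme (C. kluyveri) | Incubation: 16-min room-temperature incubation before reading | Benchmarks: No-NADH positive control and DMSO neutral control | Measured by: Resorufin fluorescence 544/590 nm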
PMI act hi M6P: activators of human phosphomannose isomerase at near-saturating mannose 6-phosphate | 190,000 tested, 0.34% active | activation factor at 20 µM | P34949 | coupled PMI enzyme assay, resazurin fluorescence, 20 min; stronger effect = higher value; 1 = untreated enzyme, 0 = substrate-free blank;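 active = activation factor of 2 or more at 20 µM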
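Test system: human phosphomannose isomerase with PGI, G6PDH, diaphorase coupling enzymes; amount: 15 ng/mL PMI; incubation: enzyme reaction with compound 20 min at room temperature; technique: resorufin fluorescence (Ex 544/Em 590 nm) from resazurin via diaphorase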
PPARg SRC-2 ag: promotes SRC-2 coactivator recruitment by human PPARgamma; P37231; PPARgamma LBD-SRC-2 recruitment, biochemical; activation, % at 8 µM; 200,000 tested, 0.34% active; in the data active = activation above about 22%;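 also: 0% = vehicle and 100% = reference agonist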
PPARg SRC3 recr: agonists of human PPARgamma SRC-3 coactivator recruitment; P37231; biochemical PPARgamma/SRC-3 coactivator recruitment assay; activation, % at 8 µM; 200,000 tested, 0.26% active; in the data active = activation above about 23%;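 also: 0% = DMSO and 100% = reference agonist; some compounds past the cut are filed as inactive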
Diaphorase act: counter-screen for diaphorase-based assays: diaphorase activators and chemical reducers; 190,000 tested, 0.005% active; activation factor at 20 µM; Diaphorase/resazurin coupled assay, resorufin fluorescence, 16 min; stronger effect = higher value; 1 = vehicle wells, 0 = NADH-free wells;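 active = diaphorase activity raised at least twofold by the compound at 20 µM; inactive = activation factor below 2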
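Test system: Clostridium kluyveri diaphorase, purified enzyme. Buffer or medium: 50 mM HEPES pH 7.4 buffer plus MgCl2 and Tween 20. Also added: 0.114 mM NADH and 0.1 mM resazurin, final amounts. Dosing: compound 20 µM once, DMSO 1%. Schedule: 16 min enzyme reaction, ambient temperature. Detection: fluorescence of resorufin, 544 nm excitation, 590 nm emission.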
Starred values were filed as active, the others as inactive; · = not tested or not shown. The order is random; overall some 3.3% were active at least once.

item	Structure	PPARg SRC-1 ag	S1P3 antag	TR-FRET SRC-2 ct	G6PDH CS	ROMK mod	PMI act
1	CCOC(=O)N1CCN(c2c(NCCN(C)Cc3ccccc3)c(=O)c2=O)CC1	-5	-3	1483	27	·	0.9
2	O=C(O)/C=C/C(=O)Nc1ccc(Oc2ccc(NC(=O)/C=C/C(=O)O)cc2)cc1	2	10	1656	6	-0.24	1.2
3	CCOCCCN(Cc1cc2cc(C)cc(C)c2[nH]c1=O)C(=O)N(CC)CC	-2	3	1536	-12	·	0.9
4	COc1ccc(/C=C/C(=O)Nc2cc(S(=O)(=O)N3CCOCC3)ccc2N2CCCC2)cc1OC	7	-4	1586	-2	0.064	1
5	O=C(Cc1c(F)cccc1Cl)c1ccc(O)cc1O	5	6	1502	4	0.18	0.9
6	CCOC(=O)c1c(-c2ccc(C)o2)csc1NC(=O)CN1CCCCC1	3	10	1530	10	-1	0.9
7	CN(C(=O)c1ccc(=O)n(Cc2ccc(Cl)cc2)c1)c1ccccc1	3	8	1643	8	0.27	1
8	CN(Cc1ccon1)C(=O)CC1C(=O)NCCN1Cc1cccc(Oc2ccccc2)c1 (centres undefined)	-6	-28	1449	9	-0.13	0.9
9	O=C(CN1CCOCC1)N/N=C/c1ccc(C(=O)O)cc1	6	0	1616	1	0.23	1.2
10	COc1ccccc1/C=N/NC(=O)CC(=O)NCc1cccnc1	-1	-7	1627	-10	·	0.7

item	Diaphorase inh	PMI act hi M6P	PPARg SRC-2 ag	PPARg SRC3 recr	Diaphorase act
1	18	0.9	0	-2	0.8
2	16	1	6	0	0.8
3	15	0.9	5	-1	0.9
4	12	1	3	0	0.9
5	-1	1	5	-11	1
6	15	0.8	13	9	0.9
7	5	1	5	0	1
8	15	0.6	-4	-1	0.9
9	-4	1.2	10	1	1
10	19	1	3	-6	0.8

(next part)
item	Structure	PPARg SRC-1 ag	S1P3 antag	TR-FRET SRC-2 ct	G6PDH CS	ROMK mod	PMI act
11	Cc1ccc(N(C)S(=O)(=O)c2cccc(C(=O)Nc3nnc(C4CC4)s3)c2)cc1	1	-18	1528	7	-0.18	1
12	O=C(Nc1c(Cl)cc(Cl)cc1C(=O)NCCN1CCOCC1)c1cccc([N+](=O)[O-])c1	4	-20	1658	6	0.064	1
13	CC(=O)Nc1cccc(/C(C)=N/NC(=O)c2ccccc2Cl)c1	-1	·	1633	-4	·	1
14	CCn1c(O)c(N=NC2=NC(=O)CS2)c2cc(C)ccc21	-4	·	1498	3	·	1
15	O=C(CN1N=C(c2ccc(Cl)cc2)CCC1=O)NCCN1CCc2ccccc2C1	-4	-6	1484	-8	-1.9	0.9
16	Cc1cccc(NC(=S)NC2CC3CCCC(C2)N3Cc2ccccc2)c1C (centres undefined)	-2	-16	1518	25	-1.7	0.9
17	Cn1c(=O)c2c(nc(CN3CCN(c4ccccc4)CC3)n2Cc2c(F)cccc2Cl)n(C)c1=O	-1	-27	1472	5	-0.45	0.9
18	CS(=O)(=O)N1Cc2ccccc2CC1C(=O)O (centres undefined)	-5	-1	1464	8	0.081	1
19	COc1cccc(C(=O)N2CCN(C3CCC(c4ccccc4)CC3)CC2)c1OC (centres undefined)	13	-3	1582	-1	-1.4	0.9
20	COc1ccccc1N(CC(N)=O)S(=O)(=O)c1ccc(C)cc1	1	8	1659	-1	·	1.1

item	Diaphorase inh	PMI act hi M6P	PPARg SRC-2 ag	PPARg SRC3 recr	Diaphorase act
11	7	1.1	-4	3	0.9
12	13	0.9	8	9	0.9
13	7	0.9	9	0	0.9
14	86*	1.1	-1	-1	0.1
15	-1	1	5	-4	1
16	12	1	12	2	0.9
17	27	0.9	-3	-3	0.7
18	9	1	0	-1	0.9
19	22	1	6	5	0.8
20	10	1	4	4	0.9

(more compounds)
item	Structure	PPARg SRC-1 ag	S1P3 antag	TR-FRET SRC-2 ct	G6PDH CS	ROMK mod	PMI act
21	O=C(OCCN1CCCCC1)c1cc2ccccc2o1	-1	·	1728	5	-0.38	1.2
22	Cn1c(SCC(=O)N/N=C/c2ccc([N+](=O)[O-])s2)nnc1-c1ccccc1	0	4	1708	-2	·	1.1
23	Cc1noc(C)c1C(=O)NCc1ccccc1	-3	·	1506	16	0.041	1.1
24	COc1cc(CNCCSc2nnnn2C)cc(Br)c1OCc1ccccc1F	-4	·	1527	-8	0.011	0.9
25	O=C(NCCc1ccccn1)C(F)(F)C(F)(F)C(F)(F)C(F)(F)C(F)(F)C(F)(F)C(F)(F)C(F)F	-3	13	1621	5	·	0.9
26	Cc1cc(NS(=O)(=O)c2ccc(Br)s2)no1	8	-8	1545	·	·	·
27	Cc1cnc(C)c(N2CCN(Cc3nc(-c4ccccc4)no3)CC2)n1	-3	-17	1413	11	0.039	0.9
28	O=C(NCCCc1ccccc1)N1CCOCC1	3	7	1353	8	0.94	1.1
29	O=C(COc1ccc2ccccc2c1)N/N=C/c1ccccn1	-1	-20	1438	14	-1	0.8
30	COc1cc(NC(=O)CSc2nc3[nH]ncc3c(=O)n2-c2ccccc2C)cc(OC)c1OC	3	-11	1621	-1	0.27	1

item	Diaphorase inh	PMI act hi M6P	PPARg SRC-2 ag	PPARg SRC3 recr	Diaphorase act
21	-6	1.2	4	-9	1.1
22	19	1	1	2	0.8
23	3	1.1	4	-2	1
24	6	1	0	-2	0.9
25	21	1	-5	2	0.8
26	·	·	1	-4	·
27	20	0.9	-2	2	0.8
28	12	1	-1	-6	0.9
29	29	0.8	0	3	0.7
30	16	0.9	-1	2	0.8

Next part.
item	Structure	PPARg SRC-1 ag	S1P3 antag	TR-FRET SRC-2 ct	G6PDH CS	ROMK mod	PMI act
31	CCn1c(=N)n(CC(=O)C23CC4CC(CC(C4)C2)C3)c2ccccc21	6	3	1498	7	·	0.9
32	Cc1ccc([N+](=O)[O-])cc1N/C=C1\CCCCC1=O	4	-7	1487	9	-0.93	0.9
33	Nc1ccc(C(CC(=O)O)n2cccc2)cc1 (centres undefined)	2	-10	1630	3	0.0056	0.9
34	CCCOc1ccc(/C(O)=C2/C(=O)C(=O)N(CCCN3CCOCC3)C2c2ccncc2)cc1 (centres undefined)	10	3	1454	10	0.81	1.1
35	Cc1cc(C)nc(NC(=O)c2cc3ccccc3o2)n1	4	-38	1557	-3	·	1
36	CCC(=O)N(Cc1cc(=O)[nH]c2ccccc12)c1cccc(C)c1	3	-29	1484	7	·	1
37	N#CC1=C(N)Oc2n[nH]c(-c3ccccc3)c2C1c1ccsc1 (centres undefined)	-2	·	1732	12	0.26	0.7
38	CCCSc1nc2c(cnn2-c2ccc(Cl)cc2)c(=O)[nH]1	3	2	1629	3	·	1
39	c1coc(CNCC2OCCc3ccccc32)c1 (centres undefined)	5	-7	1727	4	-0.039	1
40	CC(C)c1nc(SCC(=O)N2CCN(c3ccccc3)CC2)c2c(=O)n(C)c(=O)n(C)c2n1	4	-4	1601	-26	·	0.9

item	Diaphorase inh	PMI act hi M6P	PPARg SRC-2 ag	PPARg SRC3 recr	Diaphorase act
31	10	0.9	1	-2	0.9
32	11	0.6	-6	-2	0.9
33	13	0.8	6	5	0.9
34	10	1.1	2	3	0.9
35	10	1	9	1	0.9
36	32	0.9	-2	-4	0.7
37	31	0.5	8	11	0.7
38	10	1	1	4	0.9
39	20	0.9	0	-1	0.8
40	19	1	6	10	0.8

Arranged by length of the SMILES (lowest first): some entries from above
item	Structure	PPARg SRC-1 ag	S1P3 antag	TR-FRET SRC-2 ct	G6PDH CS	ROMK mod	PMI act
18	CS(=O)(=O)N1Cc2ccccc2CC1C(=O)O (centres undefined)	-5	-1	1464	8	0.081	1
3	CCOCCCN(Cc1cc2cc(C)cc(C)c2[nH]c1=O)C(=O)N(CC)CC	-2	3	1536	-12	·	0.9
1	CCOC(=O)N1CCN(c2c(NCCN(C)Cc3ccccc3)c(=O)c2=O)CC1	-5	-3	1483	27	·	0.9

item	Diaphorase inh	PMI act hi M6P	PPARg SRC-2 ag	PPARg SRC3 recr	Diaphorase act
18	9	1	0	-1	0.9
3	15	0.9	5	-1	0.9
1	18	0.9	0	-2	0.8

Values by screen from the entries so far:
Nos. 33–38 in PMI act: 0.9, 1.1, 1, 1, 0.7, 1
Nos. 33–38 in PPARg SRC-2 ag: 6, 2, 9, -2, 8, 1

Next section
item	Structure	PPARg SRC-1 ag	S1P3 antag	TR-FRET SRC-2 ct	G6PDH CS	ROMK mod	PMI act
41	COc1ccc(NC(C)=O)cc1NC(C)C(=O)Nc1ccc(F)c(F)c1F (centres undefined)	5	·	1479	5	1.2	0.9
42	Cc1nc2nc(Cc3ccccc3)[nH]n2c(=O)c1Cl	10	-31	1434	6	·	1
43	Cc1ccc(Cl)cc1N1CCN(CC(=O)Nc2ccc3[nH]c(=O)[nH]c3c2)CC1	0	6	1529	16	-0.00012	1
44	Cc1c(C(=O)NCc2cccs2)oc2ccc(Br)cc12	-5	·	1466	11	0.25	0.9
45	CCCCOC1(c2ccccc2)OC(=O)c2ccccc21 (centres undefined)	12	·	1440	6	0.0029	0.9
46	CCn1c(/C=C/c2cccc([N+](=O)[O-])c2)nc2ccccc2c1=O	1	·	1274	4	0.059	1

item	Diaphorase inh	PMI act hi M6P	PPARg SRC-2 ag	PPARg SRC3 recr	Diaphorase act
41	16	0.9	2	-3	0.8
42	-2	1.1	12	7	1
43	2	1.1	5	15	1
44	21	0.9	5	6	0.8
45	11	1	5	-1	0.9
46	22	1	3	8	0.8
